EP2 antag: EP2 receptor (human) inhibition; P43116; C6 glioma cells expressing human EP2, cAMP TR-FRET; cells stimulated with saturating PGE2; inhibition, % at 25 µM; 0.52% of 260,000 active;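 active = percent inhibition above 40 after rounding to a whole number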;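 also: rat C6 glioma host cells with rolipram phosphodiesterase inhibitor present; the protocol text gives 20 µM as final concentration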
Target sequence (P43116 whole entry, looked up): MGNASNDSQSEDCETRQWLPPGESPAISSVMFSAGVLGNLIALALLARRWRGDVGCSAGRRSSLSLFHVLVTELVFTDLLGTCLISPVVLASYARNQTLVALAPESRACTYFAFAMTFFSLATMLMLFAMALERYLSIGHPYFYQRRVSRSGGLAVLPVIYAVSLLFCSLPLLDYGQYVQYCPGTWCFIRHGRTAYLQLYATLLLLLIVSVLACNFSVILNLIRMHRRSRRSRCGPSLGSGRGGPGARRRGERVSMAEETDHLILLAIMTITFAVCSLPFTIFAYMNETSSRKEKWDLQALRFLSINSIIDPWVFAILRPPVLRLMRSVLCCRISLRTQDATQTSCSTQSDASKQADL
EP2 modulator: EP2 receptor (human) modulation; EP2-expressing cells, cAMP HTRF FRET, PGE2 co-stimulation; induction, % at 25 µM; 0.83% of 260,000 active;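 active = compounds whose cAMP rise, as percent of the full-agonist control response, exceeds 60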;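 also: rat C6 glioma line stably carrying human EP2 under a CMV promoter; the protocol text gives 20 µM as final concentration; 100% = response of wells given 1 µM PGE2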
The depositor's hits bear a star. These rows are one share of the data; the hit share may differ from the screen's.

SMILES	EP2 antag	EP2 modulator
CCOC(=O)c1cnc(SCC(=O)Nc2ccccc2CC)nc1N	5	13
O=C(Nc1ccc(F)cc1)N1CCCC1c1nc(-c2cccnc2)n[nH]1 (centres undefined)	1	2
CC1(C)CC(C(=O)c2ccccc2)CCO1 (centres undefined)	9	-9
O=c1[nH]cnc2nc[nH]c12	11	1
COC(=O)CSc1nc(-c2ccccc2)cc(C(F)(F)F)n1	12	28
O=C(Nc1ncc(Cc2ccccc2Cl)s1)c1cccs1	11	-1
CCOc1ccc(NC(=O)CSc2nc3ccccc3c(=O)n2-c2cccc(C)c2)cc1	7	-11
COc1ccccc1C1(O)CCN(Cc2cn[nH]c2-c2cccs2)CC1	5	-54
Cc1ccc(-c2cc(C(=O)N3CCCCC3)no2)cc1	6	-18
COCCNC(=O)N1CCOCC1	8	3

Single records, as listed above.
CCOC(=O)c1cnc(SCC(=O)Nc2ccccc2CC)nc1N as listed: EP2 antag = 5; EP2 modulator = 13
Cc1ccc(-c2cc(C(=O)N3CCCCC3)no2)cc1 as listed: EP2 antag = 6; EP2 modulator = -18
COC(=O)CSc1nc(-c2ccccc2)cc(C(F)(F)F)n1 as listed: EP2 antag = 12; EP2 modulator = 28

Reprinted at random: 2 compounds from above, in no set order.
SMILES	EP2 antag	EP2 modulator
COc1ccccc1C1(O)CCN(Cc2cn[nH]c2-c2cccs2)CC1	5	-54
O=c1[nH]cnc2nc[nH]c12	11	1

Continuation.
SMILES	EP2 antag	EP2 modulator
COc1cc(C2NC(=O)C(C#N)=C(S)N2c2ccccc2C)ccc1OC(C)C (centres undefined)	8	-9
COC(=O)C(C)Sc1nc(N(C)C)nc(N2CCOCC2)n1 (centres undefined)	6	0
COc1cccc(NC(=O)CSc2nnc(-c3ccncc3)n2C2CCCCC2)c1	17	-27
Cc1cc(C)c(NC(=O)CSc2nccc(=O)[nH]2)c(C)c1	23	-2
CC1CCCN(CC(O)c2ccc3c(c2)CCCN3C(=O)c2ccccc2F)C1 (centres undefined)	5	-51
O=C(Nc1nc2ccc(F)cc2s1)c1ccc(Cl)cc1	11	-6
CCc1nnc(NC(=O)CSc2nc3c(c(=O)n(C)c(=O)n3C)n2C(C)C)s1	13	-9
CN(C)S(=O)(=O)c1ccc(S(=O)(=O)N(CC(=O)Nc2ccccc2)Cc2cccs2)cc1	6	-31
CCOc1ccc(S(=O)(=O)N(CC(=O)N2CCC(C(N)=O)CC2)c2ccccc2)cc1	11	-10
O=C(CN1c2cccc3cccc(c23)S1(=O)=O)Nc1cccc(F)c1	7	-71
COc1ccc([C@@H]2C[C@H](OC(=O)c3cnn(C)c3C)C(=O)N2C)cc1	8	29
O=C(O)C1=CCCN(CCON=C(c2ccccc2)c2ccccc2)C1	9	10
Cc1ccc2[nH]c(=O)c(C(c3nnnn3C(C)(C)C)N3CCN(c4ccc(F)cc4)CC3)cc2c1 (centres undefined)	15	31
COC(=O)c1sc(NC(=O)COc2cccc(C)c2)c(C#N)c1C	13	-67
COc1ccc(Cn2nnnc2C(c2cc3ccc(C)cc3[nH]c2=O)N2CCOCC2)cc1 (centres undefined)	9	0
CCC(C)(C)n1nnnc1CN(Cc1ccccc1OC)Cc1cc2cc(C)ccc2[nH]c1=O	8	47
CC(C)c1nc2ccccc2c2nnc(SCC(=O)c3ccccc3F)n12	16	-7
Cc1ccc(NC(=O)C2CCN(C(=O)c3cccs3)CC2)cc1C	9	-19
NC(=S)SCCC(=O)O	10	11
Cc1cc(C)c(C#N)c(SCC(=O)N2CCCCC2C)n1 (centres undefined)	10	9

A second format for some results above.
structure: Cc1cc(C)c(NC(=O)CSc2nccc(=O)[nH]2)c(C)c1
- EP2 antag = 23
- EP2 modulator = -2

structure: CC1(C)CC(C(=O)c2ccccc2)CCO1 (centres undefined)
- EP2 antag = 9
- EP2 modulator = -9

Additional structures follow:
SMILES	EP2 antag	EP2 modulator
COC(=O)C1=C(C)Nc2ncnn2C1c1ccc(OC)cc1 (centres undefined)	5	-21
CCCn1c(SCC(=O)Nc2ccc(F)c(Cl)c2)nnc1-c1ccncc1	12	-64
CC(=O)N(CCCN(C)C)c1nc(-c2ccc(F)cc2)cs1	12	-45
CCCC(=O)N(CC)c1nnc(-c2ccccc2C)s1	13	3
CC(C)=CCc1c(O)cc2occ(-c3ccc4c(c3)OCO4)c(=O)c2c1O	20	-37
COc1ccc(NC(=O)CSc2nc(C)nc3sc(C)c(C)c23)c(OC)c1	11	42
CS(=O)(=O)N1CCN(c2ccc(NC(=O)COc3ccc(Cl)cc3)cc2)CC1	12	-11
CC(C)OCCCNC(=O)C1CCN(S(=O)(=O)c2ccc(Cl)cc2)CC1	4	-7
Nc1nc2c(s1)CCc1ccccc1-2	15	-101
O=C(C1CCC1)N1CCC(c2nc3c(nnn3Cc3ccc(Cl)cc3Cl)c(=O)[nH]2)CC1	7	-9
O=C(COc1ccc(S(=O)(=O)NC2CCCCC2)cc1Cl)N1CCCC1	11	-66
COc1ccc(C)cc1S(=O)(=O)Nc1cc(C)cc2cccnc12	2	-7
CC(C)C(NC(=O)c1ccc(Cl)c(S(=O)(=O)N2CCOCC2)c1)C(C)C	22	3
O=C(Nc1ccc(Cl)c(Cl)c1)c1cc2ccc(O)cc2oc1=O	17	-95
O=C(NC1CCCCC1)c1cc(S(=O)(=O)N2CCOCC2)c(Cl)cc1Cl	13	19
CCC(C)(C)n1nnnc1C(c1ccccc1)N1CCC(C(N)=O)CC1 (centres undefined)	1	-90
COc1ccc(S(=O)(=O)N2CCC(C(=O)Nc3ccc(Cl)c(Cl)c3)CC2)cc1	10	-117
CCS(=O)(=O)N1CCC(n2nc(-c3ccoc3C)oc2=O)CC1	14	-72
Cc1ccc(CN(Cc2cc3cc4c(cc3[nH]c2=O)OCO4)Cc2nnnn2Cc2ccco2)cc1	8	9
COc1cc(NC(=O)C(C)Sc2nc(-c3ccccc3)cc(C(F)(F)F)n2)c(OC)cc1Cl (centres undefined)	15	-107
Cc1ccc(CN(CCCn2ccnc2)Cc2ccc(N3CCCC3)c(F)c2)o1	6	-5
COc1ccc(C2/C(=C(/O)c3ccc(F)cc3)C(=O)C(=O)N2CC2CCCO2)cc1OC (centres undefined)	11	10
O=C(CCn1nnc2ccccc21)N1CCc2c(nc(N3CCCC3)[nH]c2=O)C1	8	-25
O=C(O)c1ccc(C(=O)O)c2c(C(=O)O)ccc(C(=O)O)c12	9	5
C#CCCN1CCN(Cc2cn(CC(=O)NC3CC3)c3ccccc23)CC1	4	15
CCCOc1ccc2ccccc2c1/C=C/c1nc(O)c([N+](=O)[O-])c(=O)[nH]1	6	6
C=CCNC(=O)c1cc2c(=O)n3cc(C)ccc3nc2n(C(C)C)c1=N	12	-3
N#CCCSC(=S)[C@@H]1CCCC1=N	10	11
COCCN1C(=O)C(=O)/C(=C(\O)c2cccc(OC)c2)C1c1ccc(O)c(OC)c1 (centres undefined)	4	-1
S=c1nc(COc2ccccc2)[nH]c2ccccc12	19	66*

An excerpt from above in order of the EP2 modulator value, largest number first:
compound | EP2 modulator
S=c1nc(COc2ccccc2)[nH]c2ccccc12 | 66*
C#CCCN1CCN(Cc2cn(CC(=O)NC3CC3)c3ccccc23)CC1 | 15
CCCOc1ccc2ccccc2c1/C=C/c1nc(O)c([N+](=O)[O-])c(=O)[nH]1 | 6
Cc1ccc(CN(CCCn2ccnc2)Cc2ccc(N3CCCC3)c(F)c2)o1 | -5

Further compounds
SMILES	EP2 antag	EP2 modulator
O=C(Cn1nc(C(F)(F)F)c2c1CCC2)Nc1cccc(Cl)c1Cl	13	17
CSc1ncc(C(=O)Nc2cccc(-c3csnn3)c2)cn1	6	-71
CC(=O)N(Cc1cc2cc3c(cc2[nH]c1=O)OCCO3)CC1CCCO1 (centres undefined)	11	15
COc1ccc2[nH]c(=O)c(CN(Cc3nnnn3Cc3ccc(F)cc3)C3CCCC3)cc2c1	10	-19
Oc1c(Cl)cc(CN(Cc2cc(Cl)c(O)c(Cl)c2)C2CCCCC2)cc1Cl	44*	-13
CCOC(=O)c1cnn(-c2nc3ccccc3[nH]2)c1N	8	-40
c1cncc(CN2CCC(c3ccc4c(c3)OCO4)CC2)c1	4	3
CCOc1ccc2[nH]c(=O)c(C(c3nnnn3C3CCCC3)N3CCc4ccccc43)cc2c1 (centres undefined)	7	31
COc1ccc(CCn2nnnc2C(C(C)C)N2CCN(c3ccccc3F)CC2)cc1OC (centres undefined)	11	-3
COc1cc(NC(=O)c2cc3ccccc3oc2=O)ccc1S(=O)(=O)N1CCOCC1	9	-10
COc1cccc(CN(Cc2ccc3c(c2)OCO3)CC(C)O)c1OC (centres undefined)	3	11
O=C(CN1C(=O)c2ccccc2S1(=O)=O)N1C2CCC1CC(c1ccc(F)cc1)C2 (centres undefined)	6	-19
COc1ccc(OC)c(C2C3=C(CC(C)(C)CC3=O)NC3=C2C(=O)CC(C)(C)C3)c1	11	-32
COc1cccc(C2(NC(=O)c3nc4nc(C)cc(C(F)F)n4n3)CCCC2)c1	6	-57
CC(C)(C)c1cc(/C=C(\C#N)C(N)=S)cc(C(C)(C)C)c1O	18	33
COc1ccc(CCN(C(=O)CCCl)c2nc(-c3ccccc3)cs2)cc1OC	12	-29
CCCn1c(SCC(=O)Nc2nccs2)nnc1-c1ccoc1C	11	-21
O=C(Nc1nccs1)c1ccc(I)cc1	9	-57
Cc1nc([N+](=O)[O-])c(S)n1Cc1ccccc1	8	-5
COc1cccc(NC(=S)NC2CC3CCCC(C2)N3C2CC2)c1 (centres undefined)	23	-82
C[C@]12CCC3c4ccc(OS(=O)(=O)O)cc4CCC3C1CC[C@H]2O (some centres undefined)	9	4
Cc1ccc2nc(NC(=O)c3c(O)c4c([nH]c3=O)CCCC4)sc2c1	9	13
O=C(CN1CCC(n2nnc3ccccc32)CC1)Nc1ccccc1Br	37	-2
CC(C)(C)N(Cc1ccccc1)C(=O)c1cc2ccccc2o1	8	60
COc1ccc(-n2c(SCC(=O)Nc3ccccc3)nnc2-c2cccnc2)cc1	10	-7
C=CCN1CCN(C(CCC)c2nnnn2C2CCCC2)CC1 (centres undefined)	4	-2
COc1ccc(C(NC(=O)c2oc3c(C)cccc3c2C)c2ccncc2)cc1 (centres undefined)	9	11
CC1(C(=O)N2CCN(S(=O)(=O)c3cccc4nsnc34)CC2)CCCO1 (centres undefined)	4	-30
O=C(Nc1ccc2c(c1)OCCO2)C1CCCN1C(=O)NCc1ccccc1 (centres undefined)	9	3
Cc1ccc(-n2nnnc2SCC(=O)Nc2cc(C)on2)c(C)c1	12	-77
Cc1ccc(C)c(NC(=O)c2cc(C)nc3ccccc23)c1	8	-23

High-throughput results (PubChem BioAssay)
